High-throughput results deposited in PubChem by several laboratories.
BoNT-F LC inh = BoNT F light chain protease inhibition; AID 588497; inhibition, % at 10 µM; hit rate 0.22% among 360,000; Multiplex microsphere protease cleavage assay, flow cytometry; in the data active = inhibition above about 35%, passing the limit was not always enough; inconclusive = no clear call, values can overlap the other calls; note: plate controls were buffer without enzyme for full effect and enzyme alone for no effect
Mtb FBA inh = Mtb fructose-bisphosphate aldolase inhibition; inhibition, % at 1 µM; AID 588726; purified M. tuberculosis FBA, fluorescence read-out; P9WQA3; hit rate 2.3% among 360,000; in the data active = inhibition above about 27%;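 note: 0% = vehicle and 100% = reference inhibitor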
FadD28 binding = inhibitors of Mycobacterium tuberculosis FadD28 bisubstrate binding. inhibition, % at 12.5 µM. hit rate 0.22% among 360,000. FadD28 bisubstrate probe binding, fluorescence polarization; in the data active = inhibition above about 8.5%, passing the limit was not always enough; inconclusive = no clear call, values can overlap the other calls
MazF activator = MazEF (E. coli) toxin RNase activation | P0AE70 | FAM/BHQ RNA-DNA oligo cleavage fluorescence, 5 h | activation, % at 20 µM | hit rate 0.32% among 350,000 | AID 504720; in the data active = activation above about 50%
Target sequence (P0AE70 whole entry, looked up): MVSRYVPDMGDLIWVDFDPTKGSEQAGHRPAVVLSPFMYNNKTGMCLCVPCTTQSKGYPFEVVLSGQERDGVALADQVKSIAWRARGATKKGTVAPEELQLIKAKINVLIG
PrPC TRFRET = inhibitors of human cell surface prion protein PrPC | TR-FRET read-out | inhibition, % at 13.8 µM | hit rate 0.43% among 370,000 | AID 720596; in the data active = inhibition above about 24%; note: 0% = median of the test wells and 100% = reference compound wells
Rv3671c protease = Rv3671c (M. tuberculosis) protease inhibition. inhibition, % at 5.96 µM. AID 2606. hit rate 0.048% among 320,000; in the data active = inhibition above about 38%;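 note: extracellular domain of Rv3671c used as enzyme; 0% = enzyme with DMSO and 100% = no enzyme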
Target sequence (P9WHR9 whole entry, looked up, the tested form may be a part): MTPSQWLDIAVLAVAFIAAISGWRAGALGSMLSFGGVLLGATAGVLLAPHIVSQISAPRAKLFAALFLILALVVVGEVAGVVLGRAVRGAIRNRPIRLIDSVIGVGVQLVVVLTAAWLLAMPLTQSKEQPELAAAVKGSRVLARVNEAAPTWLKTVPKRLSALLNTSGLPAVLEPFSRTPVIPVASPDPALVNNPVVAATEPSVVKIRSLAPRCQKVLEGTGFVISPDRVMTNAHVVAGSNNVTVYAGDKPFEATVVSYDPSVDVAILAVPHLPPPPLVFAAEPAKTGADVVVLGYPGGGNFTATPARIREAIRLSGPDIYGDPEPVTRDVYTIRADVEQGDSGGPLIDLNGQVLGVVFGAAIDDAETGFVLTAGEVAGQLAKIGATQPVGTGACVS
Mtb BioA inh = blocks M. tuberculosis BioA enzyme activity | hit rate 0.096% among 360,000 | purified M. tuberculosis BioA enzyme, plate reader | inhibition, % at 9.99 µM; in the data active = inhibition above about 40%; inconclusive = no clear call, values can overlap the other calls
GDH-TPI inh = counter-screen for M. tuberculosis FBA inhibitors: GDH-TPI coupled enzymes. GDH-TPI coupled enzyme counterscreen, NADH absorbance. inhibition, % at 4.8 µM. hit rate 1.2% among 360,000. AID 588335; in the data active = inhibition above about 30%;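 note: 0% = DMSO wells and 100% = wells lacking the enzyme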
Mtb UGM inh = inhibitors of M. tuberculosis UDP-galactopyranose mutase; purified UGM, fluorescence polarization probe displacement; inhibition, % at 10 µM; hit rate 0.06% among 320,000; in the data active = inhibition above about 10%, passing the limit was not always enough; inconclusive = no clear call, values can overlap the other calls
Target sequence (P9WIQ1 whole entry, looked up): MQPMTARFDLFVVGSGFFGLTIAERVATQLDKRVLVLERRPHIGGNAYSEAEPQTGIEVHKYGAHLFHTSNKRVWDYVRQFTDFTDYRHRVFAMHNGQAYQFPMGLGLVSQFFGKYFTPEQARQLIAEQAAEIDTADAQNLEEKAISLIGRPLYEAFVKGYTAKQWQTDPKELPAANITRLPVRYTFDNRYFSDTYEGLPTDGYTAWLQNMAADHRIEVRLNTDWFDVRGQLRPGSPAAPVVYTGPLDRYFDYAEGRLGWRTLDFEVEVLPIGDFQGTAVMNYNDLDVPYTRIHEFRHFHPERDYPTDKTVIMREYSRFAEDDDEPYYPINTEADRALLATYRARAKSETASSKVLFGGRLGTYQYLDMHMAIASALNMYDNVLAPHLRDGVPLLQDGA
Active calls of the source: *; ? = inconclusive; nt = not tested or not shown. Not a hit list, and some 4.8% of all compounds hit somewhere here.

No. | Compound | GDH-TPI inh | MazF activator | PrPC TRFRET | BoNT-F LC inh | Rv3671c protease | FadD28 binding | Mtb BioA inh | Mtb FBA inh | Mtb UGM inh
1 | Cc1ccc(-c2cc(C(F)(F)F)nn2-c2ccc(S(N)(=O)=O)cc2)cc1 | -4 | -14 | 3 | -16 | 2 | -1.9 | 3.1 | 0 | -2.3
2 | CN1C(=S)N(c2ccccc2)C(=O)/C1=C/c1ccco1 | -3 | 4 | 4 | 4 | -2 | 1.5 | nt | -1 | -4.7
3 | CC(NC(=O)COC(=O)CNC(=O)c1ccccc1Cl)C1CC2CCC1C2 (stereo unspecified) | -5 | -3 | -4 | 2 | -3 | nt | -0.6 | -1 | 0.3
4 | O=C(Oc1oc(-c2ccco2)nc1C=Nc1ccc(Cl)cc1)c1ccco1 | 0 | -9 | 8 | ? | 2 | -2.1 | -0.8 | 3 | -1.6
5 | COC1OC2COC(c3ccccc3)OC2C2OC(c3ccccc3)OC12 (stereo unspecified) | 3 | 5 | 6 | -1 | nt | 0.2 | -1.1 | 7 | nt
6 | C/C(=N/NC(=O)CNC(=O)c1ccccn1)c1cccc([N+](=O)[O-])c1 | -9 | 0 | -2 | -8 | 9 | -3.6 | 0.7 | -1 | 2.3
7 | CC1CCCC(NC(=O)Cn2cc(C(F)(F)F)cc(Cl)c2=O)C1C (stereo unspecified) | 1 | 5 | -5 | 4 | 11 | nt | 0.2 | -1 | -0.3
8 | N#C/C(=C\c1cn(-c2ccccc2)nc1-c1cc2ccccc2o1)c1nc2ccccc2[nH]1 | -4 | 741* | -6 | -7 | 1 | -3.5 | -1.4 | 8 | 7.0
9 | CCOc1ccccc1N1CCN(C(=O)C2c3ccccc3Oc3ccccc32)CC1 | 2 | 1 | 0 | -1 | -6 | -1.0 | nt | 0 | 3.2
10 | O=C(C[n+]1cccc(C(=O)N/N=C/c2cccc([N+](=O)[O-])c2)c1)c1ccccc1 | 9 | 5 | -8 | nt | nt | -3.1 | nt | 0 | nt
11 | O=C(NCc1cccs1)C1CCN(S(=O)(=O)c2ccc(Cl)cc2)CC1 | -5 | 3 | -2 | -1 | -26 | -1.8 | nt | -3 | -1.1
12 | C[C@@H]1CC[C@@]23COC(=O)C2=CCC[C@@H]3[C@@]1(C)CC/C(=C/CO)CO | -3 | -1 | -4 | 2 | -11 | -1.0 | 2.3 | 1 | 0.5
13 | COC(=O)c1cc(S(=O)(=O)Nc2ccsc2C(=O)OC)oc1C | -5 | 3 | -2 | ? | 9 | ? | 0.3 | -2 | -2.3
14 | COc1ccccc1C(=O)C1CCCN(C(=O)CN2CCCCC2=O)C1 (stereo unspecified) | 1 | 5 | 6 | 7 | -6 | -1.3 | nt | -2 | -0.6
15 | COc1ccc(CNC(=O)C2(C)Cc3c(-c4cccc(C(N)=O)c4)ccnc3O2)cc1OC (stereo unspecified) | -6 | nt | -5 | -6 | nt | -4.5 | 4.3 | -3 | nt
16 | CC(C)c1ccc(NC2CCCN(C(=O)CCc3cn[nH]c3)C2)cc1 (stereo unspecified) | -4 | 5 | -5 | -14 | nt | -4.6 | -0.5 | -3 | -2.6
17 | CN=C(Nc1cccc(OC)c1)SC1CC(=O)N(c2ccc(C(=O)O)cc2)C1=O (stereo unspecified) | -9 | 0 | 5 | 13 | -1 | -0.7 | 0.9 | 0 | 0.6
18 | COc1ccc(CC(=O)Nc2nc3ccc(F)cc3s2)cc1S(=O)(=O)N1CCOCC1 | 16 | 1 | -2 | -3 | 0 | 5.2 | nt | 2 | -0.2
19 | COC(=O)C1C(O)C(C)C(O)C(C)(O)/C=C\C=C(/C)C(=O)Nc2c(C)c(OC(C)=O)c3c(c2O)C(=O)C(C)=C2OCOC(=C23)/C(C)=C/C(C)(O)C(O)C(C)C1O (stereo unspecified) | 19 | 2 | -11 | -11 | -37 | 0.4 | -1.6 | -2 | 1.6
20 | Cc1cc(C)cc(OCC(=O)Nc2ccc(F)cc2)c1 | 0 | -3 | 8 | -3 | 1 | -0.7 | -2.8 | -1 | 0.6

The final 6 compounds of the section before lead into the next:
No. | Compound | GDH-TPI inh | MazF activator | PrPC TRFRET | BoNT-F LC inh | Rv3671c protease | FadD28 binding | Mtb BioA inh | Mtb FBA inh | Mtb UGM inh
15 | COc1ccc(CNC(=O)C2(C)Cc3c(-c4cccc(C(N)=O)c4)ccnc3O2)cc1OC (stereo unspecified) | -6 | nt | -5 | -6 | nt | -4.5 | 4.3 | -3 | nt
16 | CC(C)c1ccc(NC2CCCN(C(=O)CCc3cn[nH]c3)C2)cc1 (stereo unspecified) | -4 | 5 | -5 | -14 | nt | -4.6 | -0.5 | -3 | -2.6
17 | CN=C(Nc1cccc(OC)c1)SC1CC(=O)N(c2ccc(C(=O)O)cc2)C1=O (stereo unspecified) | -9 | 0 | 5 | 13 | -1 | -0.7 | 0.9 | 0 | 0.6
18 | COc1ccc(CC(=O)Nc2nc3ccc(F)cc3s2)cc1S(=O)(=O)N1CCOCC1 | 16 | 1 | -2 | -3 | 0 | 5.2 | nt | 2 | -0.2
19 | COC(=O)C1C(O)C(C)C(O)C(C)(O)/C=C\C=C(/C)C(=O)Nc2c(C)c(OC(C)=O)c3c(c2O)C(=O)C(C)=C2OCOC(=C23)/C(C)=C/C(C)(O)C(O)C(C)C1O (stereo unspecified) | 19 | 2 | -11 | -11 | -37 | 0.4 | -1.6 | -2 | 1.6
20 | Cc1cc(C)cc(OCC(=O)Nc2ccc(F)cc2)c1 | 0 | -3 | 8 | -3 | 1 | -0.7 | -2.8 | -1 | 0.6
21 | COc1cccc(/C=C/C(=O)OCC(=O)NCC2CCCCC2)c1OC | -7 | 0 | 7 | -5 | -18 | -0.9 | -4.4 | 3 | -2.1
22 | COC(=O)c1cn(NC(=O)Cn2nc([N+](=O)[O-])c(Br)c2C)c(=O)c2ccccc12 | 11 | -2 | 5 | -4 | -1 | -1.2 | nt | 2 | -0.8
23 | COc1ccccc1NC(=S)N(Cc1ccco1)Cc1cc2cc(C)cc(C)c2[nH]c1=O | 6 | -5 | 10 | 1 | -7 | -2.6 | -0.2 | 3 | -1.5
24 | Cc1cc(C(C)(C)C)ccc1OC(=O)C1=CC=CN2CCS(=O)(=O)N=C12 | 8 | 0 | -2 | 2 | nt | -2.0 | -0.7 | 2 | nt
25 | CCCn1c(=O)c(C(=O)NCc2ccccn2)c(O)c2ccccc21 | 14 | 3 | 22 | 15 | -6 | -3.4 | -2.6 | 3 | 2.2
26 | CCOC(=O)CCCCCN(Cc1ccccc1)S(=O)(=O)c1ccc([N+](=O)[O-])cc1 | 6 | -3 | -30 | -5 | 4 | 0.8 | nt | -1 | 1.7
27 | CC(C)COC(=O)N(C)C[C@H]1OCc2cn(nn2)CCCC(=O)N([C@H](C)CO)C[C@@H]1C | 4 | 7 | -4 | -6 | nt | -0.9 | 1.4 | 2 | nt
28 | COC(=O)c1c(NC(=O)COC(=O)CCNS(=O)(=O)c2ccc(NC(C)=O)cc2)sc(C)c1C | 12 | 5 | 1 | nt | -16 | -3.3 | nt | -1 | 1.0
29 | COc1ccc(/C=C/C(=O)Nc2ccc(S(=O)(=O)Nc3onc(C)c3C)cc2)cc1OC | 37* | 3 | -3 | -3 | 0 | -2.0 | 0.7 | 0 | -2.2
30 | COCCNC(=O)c1ccc(N2CC3CC(C2)c2cccc(=O)n2C3)c(NC(=O)c2cc(OC)cc(OC)c2)c1 (stereo unspecified) | 0 | -23 | -8 | 3 | 6 | -0.8 | -0.3 | -2 | 1.3
31 | CCN(CC)Cc1cc(C(=O)O)c(C)o1 | 1 | -15 | -2 | -21 | 0 | -0.6 | nt | 1 | 2.0
32 | COC(=O)c1c(C)cccc1C1CN=NC12Cc1ccccc1C2=O (stereo unspecified) | -2 | -1 | -3 | 0 | nt | -0.1 | nt | 5 | nt
33 | Oc1ccc(C=NN=Cc2ccco2)c(O)c1 | 41* | 1 | -2 | -3 | nt | 0.2 | nt | -3 | nt
34 | OC(c1cccc(Cl)c1)c1nc(-c2ccc(F)c(Cl)c2)cs1 (stereo unspecified) | 5 | nt | 2 | -1 | nt | -1.4 | -1.4 | -2 | nt
35 | CC(=O)c1ccc(Nc2cc(C)nc3nc(C)nn23)cc1 | 31* | 0 | -3 | -3 | -3 | -0.3 | 27 | -1 | -2.0
36 | CCN1C(=O)[C@H]2[C@@H](c3ccc(C)cc3)N3C(=O)N(c4ccc(C(F)(F)F)cc4)C(=O)[C@@]3(CC(C)C)[C@H]2C1=O | 7 | -2 | 0 | -5 | -7 | -2.9 | -1.1 | 0 | 4.2
37 | N#Cc1c(-c2ccc(C(F)(F)F)cc2)cc(-c2ccccc2)[nH]c1=S | 1 | 6 | -3 | -4 | 2 | 0.9 | nt | 6 | 2.2
38 | Cc1cc(C(=O)NCc2cccs2)ccc1[N+](=O)[O-] | -6 | -3 | -6 | -4 | -2 | -2.2 | nt | 0 | -0.3
39 | C=CCNC(=S)NN=C1CCCCCCC1 | 10 | -1 | 9 | -13 | 4 | -2.0 | nt | 1 | -2.1
40 | CCCOc1ccc(-c2c(C(=O)N/N=C(\C)c3ccco3)nnn2-c2nonc2N)cc1 | 9 | -3 | -3 | 0 | -3 | -1.8 | -2.9 | -1 | -0.4
41 | CC(C)(O)C#Cc1ccc(C(=O)N2CCC(C(N)=O)(N3CCCCC3)CC2)cc1 | -6 | 4 | 6 | ? | -4 | -2.1 | -1.9 | -3 | 0.2
42 | CCN(CC)c1ccc(N=C2C=CC(=O)C=C2NC(C)=O)cc1 | 4 | 17 | -9 | -27 | nt | 4.1 | 0.1 | -5 | nt
43 | Cc1cc(F)ccc1NC(=S)NC1CCCC1 | 5 | -3 | 0 | -3 | nt | -0.7 | 0.0 | 0 | -1.4
44 | O=C(CSc1ccccn1)Nc1ccc2c(c1)OCO2 | -5 | 4 | 14 | -4 | -5 | -1.8 | 0.6 | -2 | -2.4
45 | O=C(CC1C(=O)NCCN1Cc1ccc(-c2ccccc2)cc1)NCC1CCOCC1 (stereo unspecified) | -8 | 7 | -3 | -8 | 0 | -2.5 | nt | 2 | -2.2
46 | CCCS(=O)(=O)NC(=O)C1(C)CCN(C(=O)c2cc(OC)c(OC)c(OC)c2)C1 (stereo unspecified) | 8 | nt | -6 | 0 | nt | 0.9 | 0.5 | 3 | nt
47 | CCOc1ncccc1C(=O)Nc1ccc(F)cc1 | -9 | 1 | 5 | -9 | 2 | -0.6 | -0.9 | 2 | 0.7
48 | C(=N\Nc1nc2ccccc2[nH]1)/c1cccc2cccnc12 | 18 | 23 | 13 | -297 | 38* | -0.2 | -0.3 | -1 | -1.0
49 | CCOC(=O)c1ccc(NCC(O)COc2ccccc2)cc1 (stereo unspecified) | 0 | 3 | -2 | 0 | 4 | 0.0 | 11 | 0 | -0.5
50 | CCOC(=O)c1cnn(CCOC(=O)c2ccccc2F)c1NC(=O)c1ccccc1F | 9 | 0 | 0 | -39 | 5 | -2.7 | 0.1 | -1 | -0.2
51 | COc1ccc(CNC(=S)Nc2ccccc2C)cc1 | -1 | -1 | -4 | -10 | -4 | -0.7 | 0.8 | 0 | -0.8
52 | CC1(C)C(c2ccco2)=[N+]([O-])C2(CCCCC2=O)N1O (stereo unspecified) | 3 | 3 | 0 | 9 | 1 | -0.2 | 3.8 | 0 | -0.4
53 | O=C(c1cnn2c(C(F)F)cc(-c3ccccc3)nc12)N1CCc2ccccc2C1 | 3 | 5 | 2 | -6 | -15 | -0.8 | nt | 1 | -2.1
54 | O=C(N/N=C/c1cc([N+](=O)[O-])ccc1O)c1ccc2c(c1)OCCO2 | 32* | 2 | -5 | -18 | 10 | 1.4 | -5.8 | 1 | -0.6
55 | COc1ccccc1CCc1nnc(CCC(=O)NCC2CCCO2)o1 (stereo unspecified) | -4 | 7 | 3 | 3 | 1 | -3.9 | 0.8 | 0 | 2.3
56 | CN(C)C(CNC(=S)Nc1cccc(Cl)c1)c1ccccc1 (stereo unspecified) | -4 | 9 | -2 | 1 | -5 | -2.2 | nt | -1 | 1.4
57 | Cc1ccc(C(C)C)c(OCCN(C)C)c1 | -2 | 1 | -2 | 10 | 5 | -4.7 | -1.5 | -6 | -1.6
58 | CC(C)(C)NC(=O)CSc1nnc(NC(=O)CCc2ccccc2)s1 | 4 | 11 | 5 | nt | 0 | -0.7 | 0.5 | 4 | -2.2
59 | N#C/C(=C1\C(=O)Nc2c(Cl)cc(Cl)cc21)c1nnc2n1CCCCC2 | 16 | 8 | 1 | 10 | -4 | -0.5 | nt | -5 | 1.3
